Source: PubChem (National Center for Advancing Translational Sciences (NCATS))
Tau fibril ThT = qHTS for Inhibitors of Tau Fibril Formation, Thioflavin T Binding. Microtubule-associated protein tau (Homo sapiens), P10636. AID 1460, 2008. recombinant tau K18 P301L, heparin-induced fibrillization, ThT fluorescence. Potency, µM (doses to about 57.4 µM), for the others: at the highest dose activity, negative = inhibition, usual class: inhibitors. 270,000 tested, 2.1% active; further: nearly all actives have a fitted effect of over 55% in size
Target sequence (P10636 561-689 P618L limits assumed): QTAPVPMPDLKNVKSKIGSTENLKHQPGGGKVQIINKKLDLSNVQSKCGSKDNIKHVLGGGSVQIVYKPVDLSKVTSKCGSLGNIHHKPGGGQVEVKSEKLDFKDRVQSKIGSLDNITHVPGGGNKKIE
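Heparin-induced (20 uM) aggregation of recombinant human K18 P301L tau, 15 uM unlabeled with 0.24 uM labeled, pH 7 acetate buffer, 6 hr at 37 C with compound. Fibrils quantified by 30 uM ThT fluorescence after 1 hr ambient incubation.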
L3MBTL1 block = qHTS Assay for the Inhibitors of L3MBTL1; Lethal(3)malignant brain tumor-like protein 1 (Homo sapiens), Q9Y468; AlphaScreen L3MBTL1–H3K9me1 peptide binding; Potency, µM (highest dose often 57.1 µM), for the others: at the top dose activity, negative = inhibition, hits mostly inhibitors; 230,000 tested, 0.66% active; AID 485360, 2010; further: nearly all actives have a fitted effect of over 60% in size
Target sequence (Q9Y468 whole entry, looked up): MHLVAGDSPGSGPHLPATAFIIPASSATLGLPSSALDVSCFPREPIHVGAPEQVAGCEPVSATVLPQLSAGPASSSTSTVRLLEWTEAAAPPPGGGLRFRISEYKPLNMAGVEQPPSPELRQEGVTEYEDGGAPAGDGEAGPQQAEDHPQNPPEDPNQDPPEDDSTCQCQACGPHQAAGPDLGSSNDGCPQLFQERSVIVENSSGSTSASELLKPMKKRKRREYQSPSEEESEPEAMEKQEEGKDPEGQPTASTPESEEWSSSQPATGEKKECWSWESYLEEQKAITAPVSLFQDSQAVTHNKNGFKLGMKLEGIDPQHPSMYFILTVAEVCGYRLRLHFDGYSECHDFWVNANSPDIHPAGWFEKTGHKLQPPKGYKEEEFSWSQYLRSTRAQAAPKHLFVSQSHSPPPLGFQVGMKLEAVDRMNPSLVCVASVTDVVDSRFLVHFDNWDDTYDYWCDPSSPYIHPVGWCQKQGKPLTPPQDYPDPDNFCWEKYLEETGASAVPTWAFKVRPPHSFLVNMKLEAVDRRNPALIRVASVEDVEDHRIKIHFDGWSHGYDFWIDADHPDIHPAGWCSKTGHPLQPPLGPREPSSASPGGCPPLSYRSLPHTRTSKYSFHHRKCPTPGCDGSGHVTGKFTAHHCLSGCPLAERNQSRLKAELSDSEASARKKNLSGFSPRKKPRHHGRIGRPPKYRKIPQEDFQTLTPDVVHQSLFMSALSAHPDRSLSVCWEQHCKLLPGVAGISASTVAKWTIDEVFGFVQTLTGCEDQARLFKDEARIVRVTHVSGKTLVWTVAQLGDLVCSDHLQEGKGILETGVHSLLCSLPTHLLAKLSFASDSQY
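L3MBTL1 (50 nM) pre-complexed 30 min with biotinylated H3(1-15)K9me1 peptide (75 nM), then compounds added for 30 min at room temperature; AlphaScreen streptavidin donor/nickel chelate acceptor beads (10 ug/mL final) read after 30 min dark incubation.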
GoLoco inh red = qHTS Assay for Inhibitors of RGS12 GoLoco Motif Activity (Red Fluorophore); Gai1:RGS12 GoLoco peptide FP, rhodamine, 10 min; Potency, µM (top dose mostly 61.6 µM), for inactives: at the top dose activity, negative = inhibition, actives largely listed as inhibitors; Guanine nucleotide-binding protein G(i) subunit alpha-1 (Homo sapiens), P63096; 230,000 tested, 0.44% active; active means well fitted inhibition curve with a large enough effect, not every such curve was filed as active; inactive means no such curve, though single readings can be large or run the other way; further: nearly all actives have a fitted effect of over 30% in size; many of its hits are not listed in these tables
TRb-SRC2 inh = qHTS for Inhibitors of the Interaction of Thyroid Hormone Receptor and Steroid Receptor Coregulator 2; Thyroid hormone receptor beta (Homo sapiens), P10828; 280,000 tested, 0.065% active; Potency, µM (highest dose often 106 µM), inactives show at the highest dose activity change, negative = inhibition, most hits filed as inhibitors; TRbeta-SRC2 peptide binding, fluorescence polarization; receptor liganded with 1 µM T3;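 further: plate controls were bound peptide for no effect and peptide without receptor for full effect; nearly all actives have a fitted effect of over 50% in size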
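Compounds were added to 0.6 uM TRb ligand-binding domain and 20 nM Texas Red-labeled SRC2 peptide in Tris buffer containing 1 uM T3, incubated 5 hr at ambient temperature, then read by fluorescence polarization.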
Tau fibril FP = qHTS for Inhibitors of Tau Fibril Formation, Fluorescence Polarization; K18 P301L tau heparin fibrillization, Alexa594 FP, 6 h; 280,000 tested, 0.39% active; Potency, µM (doses to about 57.7 µM), without a hit: at the highest dose activity, negative = inhibition, actives largely listed as inhibitors; AID 1468, 2008; further: nearly all actives have a fitted effect of over 55% in size
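Heparin (20 uM) drove fibril formation of recombinant tau K18 P301L, 15 uM unlabeled with 0.24 uM Alexa 594 label, for 6 hr at 37 C in 100 mM sodium acetate pH 7. Fluorescence polarization (555/632 nm) read 1 hr after 30 uM ThT.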
KDM4E inh = qHTS Assay for Inhibitors of Human Jumonji Domain Containing 2E (JMJD2E); 230,000 tested, 1.6% active; AID 2147, 2009; JMJD2E catalytic domain, FDH-coupled NADH fluorescence (FDH is formaldehyde dehydrogenase); Lysine-specific demethylase 4E (Homo sapiens), B2RXH2; Potency, µM (doses to about 57.1 µM), inactives show at the top dose activity change, negative = inhibition, hits mostly inhibitors; active means well fitted inhibition curve with a large enough effect, not every such curve was filed as active; inconclusive means small, poorly fitted or top-dose-only effect, or another doubt; inactive means no such curve, though single readings can be large or run the other way;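 further: 0% = wells with enzyme and -100% = buffer wells without enzyme; nearly all actives have a fitted effect of over 50% in size; many of its hits are not listed in these tables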
TexasRed fluor = Total Fluorescence Counterscreen for Inhibitors of the Interaction of Thyroid Hormone Receptor and Steroid Receptor Coregulator 2. 280,000 tested, 0.29% active. TRb/SRC2 Texas Red total fluorescence interference. Potency, µM (doses to about 106 µM), for inactives: at the top dose fluorescence change, negative = quenching. AID 1479, 2009; active means well fitted curve in either direction with a large enough effect; inconclusive means small, poorly fitted or top-dose-only effect
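Human TRb ligand-binding domain at 0.6 uM with 20 nM Texas Red SRC2 peptide in Tris buffer containing 1 uM T3 and 5% DMSO, incubated with compound 5 h at ambient temperature. Total fluorescence (555/632 nm) calculated as parallel + 2 × perpendicular.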
RECQ1 helicase = qHTS Assay for Inhibitors of RecQ-Like Dna Helicase 1 (RECQ1) | ATP-dependent DNA helicase Q1 (Homo sapiens), P46063 | RECQ1 DNA unwinding, red fluorescence kinetic read | Potency, µM (top dose mostly 57.3 µM), for the others: top-dose activity, negative = inhibition, hits mostly inhibitors | 240,000 tested, 0.54% active | AID 2549, 2010;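 further: plate controls were vehicle for no effect and no enzyme for full effect; nearly all actives have a fitted effect of over 30% in size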
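RECQ1T1 50 nM; forked duplex (20 bp + 30-nt ss tails) 200 nM, ATP 2 mM final; pH 8.0, 2 mM MgCl2, 2.5 ug/ml poly(dI-dC); 15 min compound preincubation; discontinuous kinetic read over 2 h at RT.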
* = called active by the depositor; i = inactive; ? = inconclusive; / = no result given; & = joins results of further samples; [ ] = another dose, or the depositor's remark. Unless noted, the call rests on the fitted dose curve; in most records, active means well fitted curve in the direction sought with a large enough effect; inconclusive means small, poorly fitted or top-dose-only effect, or another doubt; inactive means no such curve, though single readings can be large; an effect the other way counts as inactive or inconclusive. Unless noted, on the % scale 0 is the no-effect control and ±100 the full control effect; potency means the concentration at half of the fitted maximal effect. This is a subset; rates above refer to the full screens.

SMILES	Tau fibril ThT	L3MBTL1 block	GoLoco inh red	TRb-SRC2 inh	Tau fibril FP	KDM4E inh	TexasRed fluor	RECQ1 helicase
COc1c(C)cc(C(=O)C2CCCN(C(=O)/C=C/c3ccccn3)C2)cc1C (stereo unspecified)	-1%	-1%	8%	-12%	7%	6%	-5%	-8%
CCOc1cc(CNc2ccc(N3CCCC3)cc2)cc(Cl)c1OC	3.5µM*	?	-2%	-30%	7.1µM*	16µM*	17%	-1%
CCC(=O)N1CCc2cc(S(=O)(=O)NCCC(=O)Nc3ccc(CC)cc3)ccc21	-6%	/	/	0%	-4%	/	-1%	/
Cc1cccc(OCc2nc(C#N)c(N3CCCC3)o2)c1	-9%	?	3%	-1%	-4%	-2%	-6%	-6%
Cn1cc(CN2CCN(Cc3cccnc3)CC2)c(-c2ccc3c(c2)OCCO3)n1	-3%	-2%	8%	8%	4%	11%	1%	i
CCCCSc1nc(C)cc(C)c1S(=O)(=O)c1ccccc1C	?	31%[activator]	-9%	0%	-15%	5%	0%	-10%
COc1cccc(CNC(=O)C2CCN(c3nn4c(=O)cc(C)nc4s3)CC2)c1	?	/	/	7%	-6%	/	-3%	/
COc1ccc(/C=N/NC(=O)c2ccc(Br)o2)cc1Cn1cc([N+](=O)[O-])cn1	-12%	-19%	-4%	5%	1%	-6%	-5%	7%
CCn1cc(Br)c(C(=O)N(C)Cc2ccccc2)n1	-7%	-13%[11.4 µM]	6%	-4%	-2%	-3%	-2%	-5%
C#CCOCCOCCOCCNc1nc(N2CCN(C(=O)[C@H](CCC(=O)O)n3cc(C(N)Cc4ccc(O)cc4)nn3)CC2)nc(N2CCN(C(=O)[C@H](Cc3cc4ccccc4[nH]3)n3cc(C(N)CC(C)C)nn3)CC2)n1 (stereo partly specified)	-17%	?	-2%	-5%	12%	-7%	-2%	1%
CCOC(=O)c1c(C(C#N)C#N)cc(C)nc1C	-11%	10%	4%	-9%	-7%	-1%	-3%	i
O=C(NCCc1csc(-c2ccc(C(F)(F)F)cc2)n1)C(=O)Nc1cc(F)ccc1F	-7%	/	/	1%	-5%	/	3%	/
CC(=O)CCc1oc2ccc(C)cc2c1-c1ccccc1	-4%	43%[activator]	-1%	-1%	6%	7%	-6%	-11%
CCOCCCNC(=O)c1ccc(Br)cc1	-3%	3%	11%	3%	-3%	8%	1%	-15%
O=C(NCCN1CCOCC1)C(=O)NCC1OCCN1C(=O)c1ccc(Cl)cc1 (stereo unspecified)	4%	-7%	-9%	0%	2%	8%	0%	-1%
O=C(CCNC(=O)c1ccccc1)N=Nc1c(O)[nH]c2ccccc12	-12%	2%	9%	3%	0%	0%	-3%	i
O=C(COC(=O)C(Cc1ccccc1)NC(=O)c1ccccc1)c1ccccc1 (stereo unspecified)	1%	3%	6%	-2%	-9%	1%	0%	-4%
O=C(CCC(=O)N/N=C/c1ccc(Br)s1)NCc1ccccc1	-3%	5%	-2%	-4%	1%	7%	-3%	-3%
O=c1[nH]c(=O)n([C@H]2C[C@H](O)[C@@H](CO)O2)cc1F	-6%&-10%&3%	-1%	10%&6%&9%	0%&-2%&-1%&3%	-7%&2%&1%	-31%&1%	0%&-2%&0%&1%	-5%&-4%&0%&-3%
CC(C)CC(C(=O)NCC1CCCO1)N(C(=O)Cn1nnc(-c2ccc(F)cc2)n1)c1ccccc1F (stereo unspecified)	-1%	-1%	-8%	0%	9%	3%	-2%	-14%
O=C(N/N=C\c1ccc([N+](=O)[O-])o1)c1ccc(O)cc1	/	/	7%[21.6 µM]	4%[53 µM]	/	-5%[25.5 µM]	-2%[53 µM]	-1%[25.9 µM]
CCn1cc(C(=O)NCc2ccccc2Cl)c(=O)c2cc(S(=O)(=O)N3CCCCC3)ccc21	-4%	/	/	-5%	-6%	/	-1%	/
Cc1nc(CN(C)C(=O)c2cc(COc3ccc4ncccc4c3)on2)cs1	-7%	2%	18%	-3%	-3%	-10%	0%	i
COc1cc(C(=O)NCc2ccc(-c3nc4ccccc4o3)cc2)cc(OC)c1OC	-6%	/	27%	-6%	4%	5%	0%	-2%
Cc1[nH]c2ccc(Br)cc2c(=O)c1CN1CCCCC1	-5%	-4%	3%	-3%	4%	2%	-3%	15%
Following part:
SMILES	Tau fibril ThT	L3MBTL1 block	GoLoco inh red	TRb-SRC2 inh	Tau fibril FP	KDM4E inh	TexasRed fluor	RECQ1 helicase
Cn1cccc1C1(C(F)(F)F)NCCNC1=O (stereo unspecified)	3%	-4%	4%	2%	1%	-2%	-5%	-9%
Cc1ccc(NC(=O)/C(=C/c2cccc(Br)c2)NC(=O)c2ccco2)cc1	0%	-6%	7%	-3%	-2%	?	-1%	-1%
COc1cccc(CNC(=O)CCCn2nc(C)c3c(C)n(-c4ccc(C)cc4)nc3c2=O)c1OC	-1%	/	/	4%	4%	/	-1%	/
O=C(O)c1ccccc1NCc1ccncc1	-8%	0%	4%	-17%	-2%	?	-1%	-4%
CC(C)N1CCC(=NNc2ccc([N+](=O)[O-])cc2S(=O)(=O)N2CCOCC2)CC1	?	-3%	3%	2%	-11%	-24%	-6%	i
Cc1ccc2oc(-c3cccc(NC(=O)/C=C/c4cccc([N+](=O)[O-])c4)c3C)nc2c1	?	-2%	-1%	?	-4%	-13%	?	-2%
CCOc1cc(-c2nnc(SCC(=O)NCCCOC)nc2-c2ccc(OC)c(OCC)c2)ccc1OC	3%	/	/	2%	-13%	/	-6%	/
CC(=O)c1cccc(NC(=O)N2CCCC2C(=O)NCc2ccc(F)cc2)c1 (stereo unspecified)	1%	0%	43%[activator]	-3%	1%	2%	1%	-6%
CCOC(=O)C1CCCN(C(=O)c2ccc(C)cc2O)C1 (stereo unspecified)	-6%	/	2%	-23%	-3%	-9%	1%	i
Cc1nc2c(c(=O)c3ccccc3n2C)c(=O)n1C1CCCCCC1	0%	/	-8%	2%	9%	-11%	-7%	i
CCOC(=O)C1=C(CN2CCN(c3ccc(OC)cc3)CC2)NC(=O)NC1c1ccc(OC)cc1 (stereo unspecified)	-15%	/	/	-20%	2%	/	100µM*[quencher]	/
CC(C)OCCCNC(=O)c1cccs1	-5%	0%	9%	5%	0%	2%	-3%	1%
COc1cc(C(=O)Nc2ccc(S(=O)(=O)N3CCc4ccccc43)cc2)cc(OC)c1OC	-7%	/	16%	-14%	?	0%	-1%	-21%
CCOc1ccc(C(=O)Nc2cc(C)on2)cc1OCC	-13%	11%	-2%	-5%	-3%	3%	-1%	3%
Cc1n[nH]c(=S)c2nn(-c3cccc(Cl)c3)c(C)c12	-12%	2%	21%	-18%	2%	3%	0%	0%
Cc1cc(C)cc(Nc2ncnc3nc[nH]c23)c1	/	/	6%	-2%	2%	2%	2%	-4%
Oc1ccc(C[C@@H]2CNC(=S)N2CCCCC2CCCCC2)cc1	-13%	-13%	3%	2%	7%	-1%	0%	-9%
CC(C)Cc1ccc(S(=O)(=O)NCc2nc3cccnc3n2Cc2ccccc2)cc1	3%	/	/	3%	10%	/	?	/
Cc1ccc(C)c(NC(=O)Cn2cc(C(=O)c3cccs3)c3ccccc32)c1	?	/	/	-12%	?	/	5%	/
COC(=O)[C@H](CCSC)NC(=O)NCc1ccccn1	-3%	3%	/	9%	-2%	2%	-3%	-4%
COC(=O)CCC(=O)OC1(C)C(=O)C=C2C=C(C3CC3)N(C3CCCC3)C=C2C1=O (stereo unspecified)	-8%[11.5 µM]	/	4%[14.2 µM]	5%[11.2 µM]	-5%[11.6 µM]	-14%[11.4 µM]	-1%[11.2 µM]	-4%[11.5 µM]
O=C(OCN1C(=O)c2ccccc2C1=O)c1cccs1	3%	3%	5%	2%	-13%	-4%	-3%	-5%
N#Cc1c(C(F)(F)F)cc(C2CC2)[nH]c1=O	-16%	-1%	7%	-18%	5%	?	-2%	-3%
COc1ccc(C(=O)/C=C/Nc2ccc([N+](=O)[O-])cc2C)cc1OC	1.6µM*	12%	18%	-6%	?	1%	2%	3%
CCOc1ccccc1-n1c(SCC(N)=O)nnc1-c1cccnc1	-2%	-13%[11.4 µM]	8%	-14%	-1%	0%	1%	7%
(listing goes on)
SMILES	Tau fibril ThT	L3MBTL1 block	GoLoco inh red	TRb-SRC2 inh	Tau fibril FP	KDM4E inh	TexasRed fluor	RECQ1 helicase
CCOC(=O)N1CCN(C(c2ccc(C(C)C)cc2)c2sc3nc(C)nn3c2O)CC1 (stereo unspecified)	-6%	-5%	10%	-3%	-1%	10%	-2%	-13%
O=C(O)c1ccc(NC(=O)C2CCCCC2)cc1	-8%	2%	4%	-13%	-5%	10%	-1%	-2%
CCOC(=O)N1CCC(n2c(SCC(=O)OCc3ccccc3)nc3ccsc3c2=O)CC1	-22%	0%	2%	-15%	2%	-2%	0%	-6%
O=C1CCCN2N=C(SCC(=O)Nc3nccs3)SC2=N1	?	-24%	14%	5%	4%	6%	0%	-1%
COc1cc(S(=O)(=O)NCCCN2CCOCC2)ccc1-n1cnnn1	-12%	-1%	-3%	1%	-7%	?	-1%	i
CCOC(=O)c1ccc(NC(=O)CSc2nc3c(c(=O)[nH]2)CN(Cc2ccccc2)CC3)cc1	9%	/	/	0%	-1%	/	0%	/
CCCNc1nc(Cl)nc(NCc2cccnc2)n1	/	/	-8%	0%	2%	8%	-5%	-3%
CCc1ccc(-n2c(=O)c3sc4ccccc4c3n(CC(=O)N3CCCC3)c2=O)cc1	-9%	/	/	2%	-4%	/	1%	/
